MrgX1 agonist – agonists of human MrgX1 receptor, primary screen, HEK293 cells, Fluo-4 calcium flux | Mas-related G-protein coupled receptor member X1 (Homo sapiens), Q96LB2 | Fluo-4 calcium fluorescence, agonist mode; stronger effect = higher value | B-score at 10 µM | 310,000 compounds, 0.44% hits | AID 588627, 2011;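 active means calcium response B-score plate-corrected fluorescence ratio at least 3 library SD, with starting fluorescence B-score inside 5 SD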
Target sequence (Q96LB2 whole entry, looked up): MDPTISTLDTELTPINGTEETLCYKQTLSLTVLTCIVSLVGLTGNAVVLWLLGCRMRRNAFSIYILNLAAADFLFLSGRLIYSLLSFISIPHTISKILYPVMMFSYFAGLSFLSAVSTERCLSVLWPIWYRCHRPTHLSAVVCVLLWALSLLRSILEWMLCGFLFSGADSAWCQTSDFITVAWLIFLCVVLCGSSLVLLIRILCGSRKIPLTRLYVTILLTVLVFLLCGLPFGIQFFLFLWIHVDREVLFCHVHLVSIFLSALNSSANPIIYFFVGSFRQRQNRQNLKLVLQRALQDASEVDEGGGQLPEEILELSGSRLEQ
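Test system: Stable human MrgX1 HEK293 cell line | Schedule: Overnight plating before 1 h dye loading | Read-out basis: Baseline-normalised fluorescence change ratio, B-scored | Detection: Kinetic calcium dye fluorescence, Fluo-4 NW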
MrgX1 antag – antagonists of human MrgX1 receptor, primary screen, HEK293 cells, Fluo-4 calcium flux; BAM8-22 antagonism; stronger effect = lower value; B-score at 10 µM; 310,000 compounds, 1.3% hits; AID 588676, 2011;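 active means calcium-response B-score plate-corrected more than 3 library SD below zero, starting fluorescence within 5 deviations, no agonist response on first addition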;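 further: peak minus trough fluorescence over baseline after final BAM8-22 challenge near maximal dose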
TRPC6 inh – mouse TRPC6 channel inhibitors, primary screen, cell-based, HEK293, membrane potential dye; Short transient receptor potential channel 6 (Mus musculus), Q61143; ACh-evoked depolarization; stronger effect = lower value; B-score at 10 µM; 310,000 compounds, 1.1% hits; AID 2553, 2010;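 active means B-score under library mean minus 3 SD, initial fluorescence not abnormally high, positive integrated signal ratio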;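 further: B-score derived from integrated fluorescence ratio over the kinetic read; more negative B-score means stronger inhibition of depolarization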
TRPC6 act – mouse TRPC6 channel activators, primary screen, cell-based, HEK293, membrane potential dye; Short transient receptor potential channel 6 (Mus musculus), Q61143; B-score at 10 µM; AID 2550, 2010; HEK293-TRPC6 membrane potential dye fluorescence; stronger effect = higher value; 310,000 compounds, 0.13% hits;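 active means B-score of the integrated fluorescence ratio above library mean plus 3 SD, and starting fluorescence ratio within library mean plus 5 SD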;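 further: higher score means more depolarization so channel activation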
RGS4 act – RGS4 potentiators or activators, primary screen, cell-based, HEK293 M3R inducible RGS4, calcium flux. carbachol calcium flux Fluo4; stronger effect = lower value. B-score at 10 µM. 310,000 compounds, 0.92% hits. AID 463111, 2010;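 active means B-score of the integrated calcium signal more than 4 SD below the library mean, with starting fluorescence not abnormally high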;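 further: negative B-score means reduced calcium response which marks RGS4 activation or potentiation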
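Material: Inducible-RGS4 HEK293 cells carrying M3 receptor; also added: carbachol at ECmax as muscarinic agonist stimulus; incubation: compound preincubation 20 min at room temperature before agonist; signal: Fluo4-AM (2 µM) calcium-flux fluorescence, kinetic read; measure: integrated calcium ratio converted to B score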
SKKanGAS inh – S. pyogenes SKKanGAS growth inhibitors in kanamycin, primary screen, streptokinase expression inhibitor project, SKKanGAS strain, BacTiter-Glo luminescence; inhibition, % at 7.5 µM; AID 1662, 2009; 300,000 compounds, 1.3% hits; 6 h;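 active means mean replicate score, as percent of positive control median, at least 50; inconclusive means mean below 50 but one replicate at or above 50; inactive means mean and every replicate below 50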;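 further: strain carries kanamycin resistance gene driven by streptokinase promoter and grows in 40 µg/ml kanamycin; loss of luminescence reflects streptokinase promoter inhibition or plain growth inhibition; 0% = median of DMSO wells and 100% = positive control at its reference dose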
Platelet DG rel – inhibitors of platelet dense granule secretion, primary screen, cell-based, MLPCN, human platelets. 300,000 compounds, 0.22% hits. human platelet-rich plasma, SFLLRN dense granule ATP release, luminescence. inhibition, %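 (compounds screened at 7.5 µM in platelet-rich plasma)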;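 active means mean replicate score, as percent of positive control, at or above 50; inconclusive means mean below 50 but at least one replicate at or above 50; inactive means mean and every replicate below 50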
HIF act – HIF pathway transcriptional activators, primary screen, cell-based, U2OS HRE-luciferase, luminescence; U2OS HRE-luciferase reporter; normalized: DMSO 0%, desferrioxamine 100%; activation, % at 7.5 µM (by protocol); 300,000 compounds, 0.32% hits; AID 1910, 2009;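 active means mean activation of at least 10% of the iron chelator positive control signal, with at least half of replicates also reaching 10%; inconclusive means mean and replicate majority disagree about reaching 10%; inactive means mean and most replicates under 10%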
TRPC4 inh – inhibitors of mouse TRPC4 channel, primary screen, Fluo4 calcium, HEK293 TRPC4beta/mu-opioid cells | Short transient receptor potential channel 4 (Mus musculus), Q9QUQ5 | DAMGO-evoked Fluo4 calcium flux; stronger effect = lower value | B-score at 10 µM | 300,000 compounds, 0.39% hits;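 active means B-score over 3 SD under the library average, no early fluorescence shift, positive overall ratio signal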
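Assay system: HEK293 cells with stable TRPC4beta plus mu-opioid receptor expression; Probe or stimulus: DAMGO in two steps, submaximal then maximal; Dosing: single-point compound dosing; Measured by: Fluo4 calcium-dye fluorescence, kinetic read; Read-out basis: B score from integrated Fluo4 fluorescence ratio.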
MrgX1 allo act – positive allosteric modulators of MrgX1, primary screen, HEK293 cells, Fluo-4 calcium flux | B-score at 10 µM | Mas-related G-protein coupled receptor member X1 (Homo sapiens), Q96LB2 | FDSS; stronger effect = higher value | 310,000 compounds, 0.63% hits;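 active means plate-corrected calcium response at least 3 library SD above typical, normal starting fluorescence, not activating the receptor alone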;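 further: compound read alongside a low EC10 to EC30 dose of BAM8-22 agonist; peak minus trough fluorescence over baseline measured at the second addition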
RGS4 inh – RGS4 inhibitors, primary screen, cell-based, HEK293 M3R inducible RGS4, calcium flux; Regulator of G-protein signaling 4 (Homo sapiens), P49798; B-score at 10 µM; AID 463165, 2010; 310,000 compounds, 0.45% hits; Fluo-4 calcium flux; stronger effect = higher value; triggered by carbachol at its EC20;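 active means B-score, a plate-corrected calcium signal, over three deviations above library mean, with baseline fluorescence within five deviations of library mean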;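 further: RGS4 expression induced by doxycycline in cells with stable M3 receptor; B-score is computed from the integrated fluorescence ratio over baseline after carbachol; higher B-score means a larger calcium signal and so more RGS4 inhibition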
Target sequence (P49798 whole entry, looked up): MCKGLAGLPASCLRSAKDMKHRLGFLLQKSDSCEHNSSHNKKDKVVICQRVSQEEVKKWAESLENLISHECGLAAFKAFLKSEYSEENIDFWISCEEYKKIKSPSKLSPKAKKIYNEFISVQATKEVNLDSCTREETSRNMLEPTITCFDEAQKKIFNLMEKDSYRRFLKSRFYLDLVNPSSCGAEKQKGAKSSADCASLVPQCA
* hit, by the source's call; i = inactive; ? = inconclusive; nt = not tested or not shown.

SMILES	MrgX1 agonist	MrgX1 antag	TRPC6 inh	TRPC6 act	RGS4 act	SKKanGAS inh	Platelet DG rel	HIF act	TRPC4 inh	MrgX1 allo act	RGS4 inh
CCC(C)NS(=O)(=O)c1ccc(OCC(=O)N2CCC(C)CC2)cc1 (centres undefined)	i	i	i	i	i	-7.3	0.1	0.5	i	i	i
CN1CCN(C(=O)/C=C/c2ccc(C#N)cc2)CC1	i	i	i	i	i	4.9	-3.6	0.9	i	i	i
O=C(CCn1c(=O)oc2ccc(Cl)cc21)NCCCN1CCOCC1	i	i	i	i	i	-0.1	7.3	-0.4	i	i	i
COc1ccc(Cl)cc1NC(=O)Nc1cnccn1	i	i	i	i	i	-0.1	?	-0.2	i	i	i
Cc1ccc(NC(=S)N(CCCN2CCCC2)Cc2cccn2Cc2ccc(Cl)cc2)cc1C	i	i	i	i	i	0.8	3.4	0.6	i	i	i
O=C(NCc1cccc(C(F)(F)F)c1)c1ccc[nH]1	i	i	i	i	i	-7.9	-3.4	0.7	i	i	i
Cc1cc(CN(C)C(=O)CC2C(=O)NCCN2CC(c2ccccc2)c2ccccc2)on1 (centres undefined)	i	i	i	i	i	-0.3	10.1	0.0	i	i	i
COc1ccc2oc(=O)c(C(=O)N3CCN(C(=O)c4ccco4)CC3)cc2c1	i	i	i	i	i	13.1	0.0	0.4	i	i	i
S=c1[nH]nc(C2CCCCC2)n1/N=C/c1ccccc1Br	i	i	i	i	i	15.5	5.9	0.0	i	i	i
COc1ccc(OC)c(NC(=O)Nc2cccnc2)c1	i	i	i	i	i	nt	nt	nt	i	i	i
Cc1cc(Cl)c2oc(C(=O)N3CCN(C4CCS(=O)(=O)C4)CC3)c(C)c2c1 (centres undefined)	i	i	i	i	i	-5.3	1.2	-0.2	i	i	i
CCCCn1nnnc1NCc1cccc(OC)c1OC	i	i	i	i	i	nt	-18.1	-0.1	i	i	i
Cc1ccccc1Nc1c(F)c(F)c(F)c(F)c1C(=O)O	i	i	i	i	i	-3.2	5.4	-0.8	i	i	i
CCOC(=O)c1ccc2c(c1)[n+](CC)c(C)n2-c1ccccc1	i	i	i	i	i	-14.1	-4.3	-0.1	i	i	i
S=c1[nH]nc(CCc2ccc(Cl)cc2)o1	i	i	i	i	i	-3.7	6.3	0.1	i	i	i
COc1ccc(-n2nc([N+](=O)[O-])c(=NCCc3ccc(OC)c(OC)c3)n2O)cc1	i	i	i	i	i	2.6	4.1	0.0	i	i	i
O=C(CN(Cc1ccco1)C(=O)CNS(=O)(=O)c1ccccc1)NC1CCCCC1	nt	nt	i	i	i	-8.5	-6.7	0.1	i	nt	i
Cn1c(=O)[nH]c(=O)c2c1nc(N1CCCCC1)n2CCSc1ncccn1	i	i	nt	nt	nt	3.8	-10.6	-0.3	nt	i	nt
COc1ccc(-c2c3c(=O)n(C)c(=O)n(C)c3cn2NC(C)=O)cc1	i	i	i	i	i	-2.2	18.2	-0.3	i	i	i
OCCN1CCN(C(=S)Nc2ccccc2)CC1	i	i	i	i	i	-1.9	8.5	0.5	i	i	i
COc1ccc(N2CCN(c3ncnc4nc[nH]c34)CC2)cc1	i	i	i	i	i	2.5	-16.4	0.0	i	i	i
CNc1cc(=O)n(C)c(=O)n1-c1ccccc1	i	i	i	i	i	1.7	-14.1	-0.1	i	i	i
O=[N+]([O-])c1ccc(S(=O)(=O)NCC(c2cccnc2)N2CCc3ccccc32)cc1 (centres undefined)	i	i	i	i	i	7.7	nt	0.6	i	i	i
COc1ccc(CNC(=O)[C@H](C)NC(=O)[C@@H]2Cc3ccccc3CN2)cc1	i	i	i	i	i	3.2	8.4	0.5	i	i	i
CC1CCCN(CCCN2C(=O)C3C(C(=O)Nc4cccc(Cl)c4)C4C=CC3(O4)C2C(=O)NC2CCCCC2)C1 (centres undefined)	i	i	i	i	i	9.1	1.4	-0.3	i	i	i
COc1ccc(C(=O)NC(CC(=O)O)c2cc([N+](=O)[O-])ccc2Cl)c(SC)c1 (centres undefined)	i	i	i	i	i	-13.8	6.9	0.7	i	i	i
Cn1c(SCC(=O)NCc2ccc3c(c2)OCO3)nnc1C1COc2ccccc2O1 (centres undefined)	i	i	i	i	i	3.3	2.2	-3.9	i	i	i
CN(C)c1c(N)[nH]c2c(c1=O)c(=O)n(C)c(=O)n2C	i	i	i	i	i	-6.2	-1.9	nt	i	i	i
O=C1C=CN(C(=O)Oc2ccccc2)CC1	i	i	i	i	i	-1.4	-15.8	0.1	i	i	i
O=C(O)Cn1c(SC2CCCCC2)nc2ccccc21	i	i	i	i	i	-2.2	19.9	0.1	i	i	i
O=C(Cn1cc2c(n1)CCCCC2)NC1CCCCCC1	i	i	i	i	i	-2.8	3.1	2.1	i	i	i
CN(C(=O)COC(=O)c1ccccc1SCC(=O)NC1CCCCCCC1)C1CCS(=O)(=O)C1 (centres undefined)	i	i	i	i	i	3.3	-5.0	0.0	i	i	i
CCOc1cc(C)c(C(C)C)cc1S(=O)(=O)N1CCN(C)CC1	i	i	i	i	i	-2.8	3.4	-0.1	i	i	i
CC1(C)Cc2ccccc2-c2nnc(SCC(=O)N3CCN(c4ccccc4)CC3)n21	i	i	i	i	i	-2.1	2.2	-0.3	i	10.5*	i
CC(C)(C)NC(=O)CSc1nc2ccc(NC(=O)CSc3nnnn3Cc3ccccc3)cc2s1	i	i	i	i	i	14.3	-3.2	1.3	i	i	i
CC(=O)c1c(NC(=O)C(C)C)nc(C)nc1-c1ccccc1	i	i	i	i	i	-8.3	2.7	-0.1	i	i	i
O=C1CC(N2CCN(Cc3ccccc3)CC2)C(=O)N1c1ccc2c(c1)OCCO2 (centres undefined)	i	i	i	i	i	7.1	0.1	0.7	i	i	i
CCN1CCN(c2nc3c(C)cccn3c(=O)c2/C=C(\C#N)S(=O)(=O)c2ccccc2)CC1	i	i	i	i	i	6.8	4.7	-0.4	i	i	i
CC(=O)N1CCCc2cc(S(=O)(=O)N3CCCC(C(=O)NCc4ccc(Cl)cc4)C3)ccc21 (centres undefined)	i	i	i	i	i	-10.7	-1.1	-0.3	i	i	i
C=CCn1c(N)c(C(=O)NCC2CCCO2)sc1=S (centres undefined)	i	i	i	i	i	2.1	-7.1	0.1	i	i	i
COC(=O)CNC(=S)NC(=O)c1ccc(C(C)(C)C)cc1	i	i	i	i	i	-2.9	-9.1	-0.4	i	i	i
O=C(CSc1nc2ccccc2c(=O)[nH]1)Nc1ccc(Br)cc1	i	i	i	i	i	-13.8	-0.9	38.1*	i	i	i
N#Cc1ccc(-c2cn(-c3ccccc3)c3[n+]2CCCS3)cc1	i	i	-5.96*	i	i	-18.2	-7.4	-0.2	i	i	i
CC(=O)c1sc(Nc2nc3ccc(F)cc3s2)nc1C	i	i	i	i	i	6.1	-4.3	5.5	i	i	i
N#Cc1ccc(OCc2nnc(SCC(=O)N3CCCc4ccccc43)n2-c2ccccc2)cc1	i	i	i	i	i	11.2	5.2	-0.7	i	i	i
CS(=O)(=O)N(CC(=O)NC1CC2CCC1C2)c1cccc(C(F)(F)F)c1 (centres undefined)	i	i	i	i	i	0.2	-21.6	-27.5	i	i	i
Nc1cccnc1S(=O)(=O)c1cccc(C(F)(F)F)c1	i	i	i	i	i	-0.3	9.6	0.0	i	i	i
O=C(Nc1cccc(S(=O)(=O)N2CCOCC2)c1)c1cnn2c(C(F)F)cc(-c3ccccc3)nc12	i	i	i	i	i	21.2	11.2	-1.1	i	i	i
Cc1nc2ccc(S(=O)(=O)Nc3cccc(-c4nc5cccnc5s4)c3C)cc2s1	i	i	i	i	i	11.0	-2.2	0.1	i	i	i
COc1ccc(CC(=O)NNc2ncnc3c2cnn3-c2ccc(C)cc2)cc1OC	i	i	i	i	i	-13.3	-20.3	0.2	i	i	i
(cont.)
SMILES	MrgX1 agonist	MrgX1 antag	TRPC6 inh	TRPC6 act	RGS4 act	SKKanGAS inh	Platelet DG rel	HIF act	TRPC4 inh	MrgX1 allo act	RGS4 inh
COC(=O)c1ccc(CSCc2ccc(C(=O)OC)o2)o1	i	i	i	i	i	-4.0	-3.1	-20.9	i	i	i
COc1c(C)cc(C(=O)C2CCCN(C(=O)c3snnc3C)C2)cc1C (centres undefined)	i	i	i	i	i	-14.0	6.5	-0.5	i	i	i
O=C(C1CCC(Cn2c(=S)[nH]c3ccccc3c2=O)CC1)N1CCN(c2ccccc2)CC1 (centres undefined)	i	i	i	i	i	?	1.6	-0.1	i	i	5.42*
CCOC1=C/C(=C/c2c(N)n3nc(CC(=O)N4CCCC4)sc3nc2=O)C=CC1=O	31.3*	i	i	i	i	2.4	7.4	0.1	i	i	i
Cc1cccc(NC(=O)CSCC(=O)Nc2cc(Cl)ccc2N2CCOCC2)c1	i	i	i	i	i	-6.9	1.9	-0.2	i	i	i
CCOC(=O)c1c(NC(=O)CN2CCN(c3ccc(Cl)cc3)CC2)sc(C)c1C	i	i	i	i	i	24.7	-11.1	0.8	i	i	i
COc1ccc(S(=O)(=O)N2c3ccccc3OCC2C)cc1 (centres undefined)	i	i	i	i	i	13.8	2.5	-0.5	i	i	i
CCCCNc1c(-c2ccc(SC3CCCCC3)c(OC)c2)nc2ccc(Cl)cn12	i	i	i	i	i	32.0	-1.5	-1.4	i	i	i

Screening results: PubChem, several laboratories
